SMARCA2 act = activators of SMARCA2 function. AID 652017. activation, % at 9.1 µM. MG213 cells, MMTV-luciferase reporter, dexamethasone, overnight. 1% of 370,000 active; in the data active = activation above about 7.8%;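 also: 0% = vehicle wells and 100% = reference activator wells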
DAX1 inh-1 = NR0B1 (DAX1) inhibition; HEK293 Gal4-DAX1 luciferase reporter, luminescence; AID 504766; P51843; inhibition, % at 6.75 µM; 0.99% of 340,000 active;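 active = inhibition above the mean over all tested compounds plus 3 SD, cut at about 4.2% in these data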;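 also: 0% = DAX1-transfected cells with DMSO and 100% = empty-vector control cells with DMSO; inhibition shows as a rise in luminescence from relieved DAX1 repression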
NPR1 activator = GC-A (human) enzyme activation; activation, % at 10 µM; HEK293 GC-A cells, cGMP TR-FRET, EC30 ANP; 0% at EC30 ANP, 100% saturating ANP; 0.14% of 370,000 active; P16066; AID 1671463; in the data active = activation above about 40%
hcDAF12 agonist = activates DAF-12 receptor from parasite H. contortus; 1.4% of 370,000 active; HEK293 hcDAF-12 lit1-tk-luc reporter, luminescence; 0% DMSO, 100% Δ7-dafachronic acid; activation, % at 6.8 µM; AID 652067;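 active = activation above the mean of all tested compounds plus 3 SD, cut at about 5.5% in these data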;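 also: 100% = response to 3 µM Δ7-dafachronic acid high control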
DAX1 inh-2 = inhibitors of DAX1 repression of SF-1 activated StAR promoter; inhibition, % at 6.8 µM; AID 652010; HEK293T StAR-luciferase reporter, SF-1/DAX-1 repression relief; 1.1% of 370,000 active;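 active = inhibition above the mean over all tested compounds plus 3 SD, cut at about 3.6% in these data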;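 also: 0% = DAX-1 cells with DMSO and 100% = cells lacking DAX-1 with DMSO; higher inhibition means more luminescence from relief of DAX-1 repression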
HGIII-sPLA2 inh = Blocks human group III sPLA2 activity | inhibition, % at 12.2 µM | 0.56% of 370,000 active | Q9NZ20 | QFRET BODIPY PC-A2 liposome hydrolysis, fluorescence | AID 743126;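 active = inhibition above mean plus 3 SD of compounds lying within the high and low control bounds, cut at about 19% in these data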;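 also: 0% = median of test compound wells and 100% = no enzyme DMSO wells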
hgDAF-12 ag = agonists of H. glycines DAF-12 nuclear receptor | HEK293 GAL4-hgDAF12 UAS-luciferase reporter, agonist luminescence; normalized to butyrate control | activation, % at 6.8 µM | 1.8% of 370,000 active | AID 687014;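 active = activation above a cutoff set at the mean of all screened compounds plus 3 SD, cut at about 10% in these data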;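 also: 0% = DMSO wells and 100% = sodium butyrate wells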
ssDAF-12 act = activates DAF-12 receptor from parasite S. stercoralis; HEK293 ssDAF-12/GRIP1 lit1-tk-luc reporter, luminescence; % of 3 µM dafachronic acid response; activation, % at 6.8 µM; 1% of 370,000 active;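 active = activation above the mean over all tested compounds plus 3 SD, cut at about 0.9% in these data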;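 also: 0% = DMSO-only wells and 100% = 3 µM delta7-dafachronic acid wells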
proKLK7 act = activates the human kallikrein-7 zymogen; AID 652039; 0.9% of 370,000 active; purified proKLK7, EDANS-DABCYL substrate fluorescence; 100% is mature enzyme control, 0% vehicle; activation, % at 7 µM;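 active = activation above the mean of all tested compounds plus 3 SD, computed per campaign excluding outliers beyond control limits, cut at about 13% in these data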
GC-B act = GC-B (human) receptor activation; 0.11% of 370,000 active; AID 1920062; P20594; activation, % at 10 µM; HEK293-GC-B cells, CNP EC30, cGMP TR-FRET; 0% at EC30 CNP, 100% saturating CNP;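 active = activation at 10 µM reaching about 35% in either raw or pattern-adjusted values, limit read from the data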
Target sequence (P20594 whole entry, looked up): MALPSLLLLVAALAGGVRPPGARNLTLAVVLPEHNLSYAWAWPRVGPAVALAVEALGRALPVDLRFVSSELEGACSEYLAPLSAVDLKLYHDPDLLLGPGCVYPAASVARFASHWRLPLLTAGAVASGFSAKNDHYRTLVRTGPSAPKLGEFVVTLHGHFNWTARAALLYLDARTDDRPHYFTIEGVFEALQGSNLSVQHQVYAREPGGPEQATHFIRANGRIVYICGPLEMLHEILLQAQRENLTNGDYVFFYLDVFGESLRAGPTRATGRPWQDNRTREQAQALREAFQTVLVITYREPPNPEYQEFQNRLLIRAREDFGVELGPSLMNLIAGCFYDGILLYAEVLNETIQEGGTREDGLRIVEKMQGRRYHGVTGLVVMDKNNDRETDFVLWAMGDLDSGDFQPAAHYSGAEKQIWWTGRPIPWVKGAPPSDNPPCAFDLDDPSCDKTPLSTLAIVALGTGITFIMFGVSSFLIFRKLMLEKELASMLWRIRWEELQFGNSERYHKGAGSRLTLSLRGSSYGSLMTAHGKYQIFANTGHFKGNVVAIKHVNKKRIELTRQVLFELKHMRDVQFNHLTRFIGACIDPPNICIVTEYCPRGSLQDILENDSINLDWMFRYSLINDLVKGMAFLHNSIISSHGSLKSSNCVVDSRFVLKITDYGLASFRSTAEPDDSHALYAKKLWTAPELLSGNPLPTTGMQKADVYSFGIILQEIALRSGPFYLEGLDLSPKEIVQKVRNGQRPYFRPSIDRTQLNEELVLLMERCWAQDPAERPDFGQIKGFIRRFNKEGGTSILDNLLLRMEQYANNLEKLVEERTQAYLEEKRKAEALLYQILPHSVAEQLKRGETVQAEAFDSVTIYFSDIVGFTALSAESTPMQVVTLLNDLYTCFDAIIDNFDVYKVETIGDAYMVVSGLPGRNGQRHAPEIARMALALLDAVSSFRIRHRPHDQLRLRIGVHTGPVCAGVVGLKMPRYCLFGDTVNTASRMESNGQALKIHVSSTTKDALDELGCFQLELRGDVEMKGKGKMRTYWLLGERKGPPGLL
GAA850 FXN act = frataxin GAA850 promoter activation; HEK293 lucGAA850 FXN promoter luciferase reporter, 24 h; percent of 10 µM SAHA response; activation, % at 6 µM; 0.56% of 360,000 active; AID 540364;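 active = activation above the average of all compounds screened plus 3 SD, cutoff fixed separately per campaign, cut at about 7.5% in these data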;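 also: 0% = DMSO wells and 100% = 10 µM SAHA wells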
Starred values were filed as active, the others as inactive; nt = no result given.

Results follow in this order: SMARCA2 act	DAX1 inh-1	NPR1 activator	hcDAF12 agonist	DAX1 inh-2	HGIII-sPLA2 inh	hgDAF-12 ag	ssDAF-12 act	proKLK7 act	GC-B act	GAA850 FXN act
C=CCOC(=O)C1=C(C)Nc2[nH]c(=O)[nH]c(=O)c2C1c1ccccc1 (stereo not given)
→ -1	-0.6	5	-1.6	-0.4	-10	-0.6	-1.5	-1.4	-1	2.6
Cc1cc(NC(=O)CSc2nc(-c3ccccc3)c(C#N)c(=O)[nH]2)no1
→ 0	1.3	10	1.2	1.0	-12	-2.0	-0.4	0.5	6	-3.7
O=C1CS/C(=C/C(=O)c2ccccc2)N1
→ 4	0.3	2	-0.7	-0.1	-2	1.3	-1.0	-0.6	1	3.7
COc1ccc(CN(C)C(=O)Cn2cnc3c(SC)nc(N)nc32)cc1OC
→ -4	-1.3	3	-1.4	-2.6	0	-3.0	-0.9	-0.6	0	1.0
COCCn1c(SCC(=O)c2[nH]c(C)c(C(C)=O)c2C)nc2ccccc21
→ -1	-0.5	4	-3.0	-0.7	-4	-2.8	-1.8	0.0	3	1.2
Cn1c(-c2ccc(Cl)nc2)nc2ccccc21
→ -1	0.6	0	2.0	0.0	2	-0.7	-2.0	-0.3	1	1.3
COc1ccccc1CNc1nc(NCc2ccc3occc3c2)c2sccc2n1
→ -3	nt	-3	-3.5	-3.1	-19	-6.4	-1.9	-1.2	9	0.1
COCCNC(=O)c1onc(CSc2cccc(OC)c2)c1C(=O)NCCOC
→ 2	0.6	6	-0.2	-0.2	6	-0.4	-0.8	0.0	3	0.9
Cc1ccc(C)c(NC(=O)COC(=O)c2cccc(S(=O)(=O)N3CCCC3)c2)c1
→ -1	0.4	6	1.7	0.8	1	1.6	-1.2	-0.1	1	-1.0
Cc1cc(C)nc(N2CCCC(C(=O)Nc3ccc4c(c3)OCO4)C2)n1 (stereo not given)
→ -3	1.1	-8	-0.8	0.0	1	-0.5	-1.4	0.1	-3	0.3
O=C(Cn1nc(-c2ccccc2)c2ccccc2c1=O)Nc1ccccn1
→ 2	-0.8	-2	-1.2	-0.1	0	-1.6	-1.4	0.2	5	1.5
Cc1cc(C(=O)OCC(=O)N2CCN(C(=O)c3ccco3)CC2)c(C)n1-c1ccc(F)cc1
→ -2	-0.6	-3	-0.8	-0.7	-6	0.6	-0.8	0.3	-2	1.9
Cc1cccc2nc(CSC(=N)N)c(Br)n12
→ -2	0.9	-21	1.5	-0.1	24*	-0.6	-1.0	0.4	-1	0.5
CCNCCNC(=O)c1c(O)c2cccc3c2n(c1=O)CCC3
→ 2	3.1	-1	0.4	1.6	1	-1.3	-0.8	0.4	1	2.0
CC(C)CCn1c(N2CCC(C(N)=O)CC2)nc2c1c(=O)[nH]c(=O)n2C
→ -1	0.5	3	-1.5	0.3	6	-1.5	-0.8	1.0	-4	1.7
CCN(C(=O)COC(=O)CSc1ccc(C)cc1C)c1c(N)n(Cc2ccccc2)c(=O)[nH]c1=O
→ -1	0.1	-1	-1.0	1.0	2	1.7	-0.8	1.1	0	1.0
Cc1ccc(CNS(=O)(=O)c2c(C(=O)N3CCCCC3)c(C)n(C)c2C)cc1
→ -1	0.9	-1	-2.2	-0.2	-1	0.0	-0.6	0.5	-4	1.1
COc1ccc(OCC(=O)Nc2ccccc2OC(F)F)cc1
→ 0	0.2	4	0.6	-0.3	0	0.0	-1.4	0.3	1	0.3
CCCS(=O)(=O)N1CCCC(C(=O)NCCc2ccccc2)C1 (stereo not given)
→ 0	0.9	5	-0.1	0.6	0	1.6	-0.6	-0.2	1	1.0
CCCOC(=O)c1ccc(-n2nnnc2SCC(=O)N2CCCCC2)cc1
→ -5	-0.5	5	-1.8	-1.1	-6	-3.4	-1.9	0.3	-3	-3.5
CC1(C)CC(=O)C=C(NCc2cccs2)C1
→ -1	-1.3	4	0.0	-0.5	0	1.5	-1.7	-0.5	0	-1.0
O=C(O)CCc1ccc(-c2ccc(F)cc2)n1Cc1ccco1
→ -2	-0.4	-3	-1.4	0.3	-9	0.0	-1.2	0.5	4	2.7
CC1=C(C(=O)OC2CCCC2)C(c2coc3ccc(C)cc3c2=O)C2=C(CCCC2=O)N1 (stereo not given)
→ -4	2.7	-10	3.2	0.2	-1	-1.7	-0.2	-3.1	-2	0.1
COc1ccc(NC(=O)c2ccc(CN3CCc4ccccc4C3)cc2)c(OC)c1
→ -2	-1.3	-2	-0.3	-0.6	1	1.1	-1.1	-0.4	1	2.1
CC(C)(C)C1CCC(C(=O)Nc2cccnc2)CC1 (stereo not given)
→ -4	-0.9	2	-3.0	-0.5	2	0.1	-2.5	0.2	2	1.4
CCCc1cc(=O)[nH]c(SCC(=O)Nc2ccc(C(=O)Nc3ccccc3OC)cc2)n1
→ 2	0.7	-8	-2.1	-0.3	-23	-1.1	-0.6	0.2	-5	-0.3
CCCCOC(=O)c1ccc(Nc2ccc([N+](=O)[O-])cn2)cc1
→ 1	1.0	-1	2.4	0.3	0	4.3	-0.4	-0.6	1	1.9
COc1ccc(C(=O)NC(=S)Nc2ccc(Cl)cn2)cc1OC
→ -1	-0.6	3	-0.1	-0.3	9	0.3	-1.6	0.4	5	2.5
Cc1cc(=O)oc2c3c(cc(OCC(=O)NCc4ccco4)c12)OC(C)(C)CC3
→ 1	-0.4	6	-3.9	-0.8	-4	-1.8	-1.9	12	5	-0.2
CCN(CC)S(=O)(=O)c1c(Br)cc(C)cc1Br
→ -3	0.1	-3	-0.7	-0.1	1	-2.7	-1.4	-0.3	-1	-1.0
O=C(Nc1nc2ccccc2s1)C1CC(=O)N(c2ccc(Br)cc2)C1 (stereo not given)
→ 1	2.6	3	0.1	-1.3	-11	-1.9	-1.1	0.1	-7	0.1
Clc1ccc(-c2nn3cnnc3s2)c(Cl)c1
→ 0	-0.3	5	-1.5	0.2	-3	0.7	-1.4	-0.5	-3	0.8
O=C(COC(=O)c1ccc([N+](=O)[O-])s1)NCc1ccc(F)cc1
→ -4	0.0	0	1.2	-0.2	-4	-0.1	-1.2	0.0	-2	0.3
O=C(NNC(=S)NCc1ccccc1)c1cccc([N+](=O)[O-])c1
→ -3	-1.3	-1	-0.2	-0.6	8	-0.2	-2.0	-0.1	6	1.7
COc1ccc(OC)c(NC(=O)C2CCCNC2=O)c1 (stereo not given)
→ -1	1.4	2	0.2	0.5	-2	1.0	0.3	0.1	0	-0.1
CC(CCc1ccccc1)NC(=O)COC(=O)c1ccc(NC(N)=O)cc1 (stereo not given)
→ -1	0.4	1	-2.0	0.1	-4	3.5	-0.9	-1.0	9	0.7
Cc1cc(C=NCCCO)c(C)n1-c1cc(Cl)ccc1Cl
→ -1	-0.5	-6	-1.6	0.3	-2	-1.5	-2.0	0.5	-1	-0.7
Cc1cc(-c2ccccc2)nc(SCc2ccc(C(=O)O)o2)n1
→ 3	-1.0	1	1.2	0.2	-7	3.7	-0.4	0.8	-1	0.3
Nc1nc(-c2ccccc2)ns1
→ -4	1.4	3	6.9*	1.7	6	4.3	0.5	-0.5	2	2.0
COCC(C)n1c(COc2ccccc2F)nnc1SCC(=O)Nc1oc(C)c2c(C)n[nH]c(=O)c12 (stereo not given)
→ -2	-0.4	-1	-1.3	0.1	3	0.4	-1.4	0.6	-2	-1.6
CC1CCCCC1NC(=O)c1ccc(-n2cncn2)c([N+](=O)[O-])c1 (stereo not given)
→ -1	1.7	0	-1.4	1.8	-1	0.3	-0.9	0.5	0	1.1
CCN(CC)CCCN(Cc1cc2cc3c(cc2[nH]c1=O)OCO3)C(=S)NCc1ccco1
→ -1	0.2	5	-1.3	0.3	2	-0.5	-0.6	2.1	2	-3.3
CCN(c1ccccc1)S(=O)(=O)c1ccc(OC)c(NC(=O)C2CC(=O)N(Cc3ccccc3)C2)c1 (stereo not given)
→ -1	-1.7	-5	-1.4	-0.6	-29	-4.3	-0.9	1.0	-2	1.4
Cc1cc(Cl)ccc1NC(=S)N1CCOCC1
→ -3	0.7	1	-1.5	0.2	2	1.2	-0.9	-0.9	2	-0.5
CC(=O)C(Sc1ccc2nnc(-c3ccc(F)cc3)n2n1)C(C)=O
→ -3	0.4	0	-1.6	-0.2	-15	1.7	-1.5	1.2	3	-0.5
O=C(CN1CCN(C(=O)C2CCCO2)CC1)Nc1c(Cl)cccc1Cl (stereo not given)
→ 0	0.1	3	0.0	1.8	-4	-0.5	-0.5	-0.1	3	-1.3
CNC(=O)CCc1nc(-c2ccc(C(C)(C)C)cc2)no1
→ 0	1.0	-1	1.8	3.2	3	7.8	-0.5	0.2	-1	-9.2
CCCN1C(=O)c2ccc(C(=O)NC3CCCCC3)cc2C1=O
→ -1	-0.1	5	-1.1	0.7	8	0.9	-0.9	0.3	0	-1.6
Cc1noc(C)c1COc1cccc(C(=O)OC(C)C(=O)Nc2ccc3c(c2)OCO3)c1 (stereo not given)
→ -5	-2.9	-2	-2.3	-2.8	-14	0.1	-1.4	-0.2	-3	-7.0
COC(=O)Cn1c(N)[n+](Cc2ccccc2)c2ccccc21
→ -1	-0.2	-9	0.0	0.4	10	0.4	-1.3	-0.3	-11	-0.9

More structures follow:
Results follow in this order: SMARCA2 act	DAX1 inh-1	NPR1 activator	hcDAF12 agonist	DAX1 inh-2	HGIII-sPLA2 inh	hgDAF-12 ag	ssDAF-12 act	proKLK7 act	GC-B act	GAA850 FXN act
O=C(Oc1cc(Cl)cc(Cl)c1)c1cnc2n(c1=O)CCS2
→ 7	-0.9	2	0.1	0.0	-9	-3.0	-1.2	-0.2	-10	1.2
CC(C)(C)c1ccc(C2(C)NC(=O)N(CC(=O)c3ccc[nH]3)C2=O)cc1 (stereo not given)
→ -1	-0.3	-2	-1.4	0.4	-17	-0.7	-1.2	0.5	1	0.7
C=CCn1c(SCC(=O)Nc2cc(Cl)ccc2C(=O)O)nc2sc(C)c(C)c2c1=O
→ 1	0.2	0	-0.3	-0.6	-12	0.2	-1.5	-0.5	1	-1.4
COC(=O)Nc1nnc(COc2ccccc2)s1
→ 3	nt	-1	-0.3	0.2	0	-0.1	-1.9	0.6	-6	0.3
Cc1ccc(-c2nc(C#N)c(NCCN3CCCCC3)o2)cc1
→ 6	2.1	0	0.0	0.0	-10	-0.5	-1.4	17*	1	2.2
CCN(CC)CCN1C(=O)c2ccccc2NC1c1ccc(N(C)C)cc1 (stereo not given)
→ -2	-0.9	-9	-3.6	-2.2	4	-4.5	-2.2	2.8	-4	-4.0
O=C(O)c1cc2ccc3ccccc3c2oc1=O
→ 2	0.9	0	1.3	-0.9	5	0.2	-0.4	31*	-3	-0.6
Cc1cc(C)n(-c2ccc(F)cc2)c(=O)c1C(=O)O
→ -1	0.8	0	-0.2	0.7	6	-0.3	-0.5	-0.6	4	-1.5
Oc1ccc(Br)cc1/C=N/n1cnc2ccccc21
→ 3	1.4	3	1.3	0.9	3	3.3	-0.8	-23	2	3.8

Screening results as filed in PubChem.
